# Assay outcomes as filed in PubChem BioAssay.
# GLP-1R inv ag – GLP-1 receptor (human) inverse agonism | P43220 | HEK293 GLP-1R CRE-luciferase, luminescence, 24 h; GLP-1R form is constitutively active | Potency, µM (series often up to 38.3 µM), inactives show at the highest dose activity change, negative = inhibition, hits mostly inhibitors | actives 1.6% (n = 410,000); note: potency is the fitted concentration of half-maximal effect; % is set by controls: 0 for no effect and ±100 for the full control effect; nearly all actives have a fitted effect of over 55% in size
#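 qHTS in 1536-well format: reporter HEK293 cells expressing constitutive GLP-1R activity in DMEM + 10% Nu serum, 24 hr with compounds at 37 deg C, luminescence read after 12 min with detection reagent.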
# PI5P4K alpha inh – inhibitors of human PI5P4K alpha; P48426; PI5P4Kalpha enzyme, ADP-Glo luminescence, 60 min; active compounds read low; max response, %; actives 1.2% (n = 330,000); active = max response of -50% or lower; inconclusive = between -30% and -50%; inactive = -30% or higher; note: value at the top dose of about 77 µM; % is set by controls: 0 for no effect and ±100 for the full control effect
# Target sequence (P48426 whole entry, looked up): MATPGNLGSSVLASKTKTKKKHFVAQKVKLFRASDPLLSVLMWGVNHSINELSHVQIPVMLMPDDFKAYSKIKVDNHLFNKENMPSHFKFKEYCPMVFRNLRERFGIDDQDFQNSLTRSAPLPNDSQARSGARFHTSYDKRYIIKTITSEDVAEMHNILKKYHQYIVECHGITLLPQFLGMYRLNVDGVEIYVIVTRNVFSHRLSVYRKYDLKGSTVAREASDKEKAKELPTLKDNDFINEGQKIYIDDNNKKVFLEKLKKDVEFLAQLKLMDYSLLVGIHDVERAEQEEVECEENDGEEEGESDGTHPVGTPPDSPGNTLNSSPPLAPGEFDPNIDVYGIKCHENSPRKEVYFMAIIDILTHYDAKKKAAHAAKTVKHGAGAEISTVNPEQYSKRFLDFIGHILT
#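 Human PI5P4Kalpha with substrate in 0.038 M HEPES pH 7.4, 0.28 mM EGTA, 0.1% CHAPS, 5% DMSO; reaction started with 5 microM ATP (final), 60 min at room temperature. ADP formed read by ADP-Glo luminescence.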
# PLK1 PBD inh – blocks phosphopeptide binding to human PLK1 polo-box domain; Plk1 PBD binding of FITC phosphopeptide, fluorescence polarization; actives 2.8% (n = 360,000); Potency, µM, without a hit: max response, negative = inhibition, actives largely listed as inhibitors; AID 720504; P53350; note: potency is the fitted concentration of half-maximal effect; series mostly up to about 57 µM; % is set by controls: 0 for no effect and ±100 for the full control effect; nearly all actives have a fitted effect of over 65% in size
# EPAC1 ag – activates human EPAC1 exchange factor; EPAC1 agonist qHTS, biochemical assay; response scale: 100% = response to 6.5 mM cAMP; Potency, µM (doses to about 154 µM), for the others: at the highest dose activation, hits mostly activators; actives 0.073% (n = 360,000); AID 720707; note: potency is the fitted concentration of half-maximal effect; nearly all actives have a fitted effect of over 60% in size
#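 Nucleotide exchange by EPAC1 (100 nM) on Rap1B–BODIPY-GDP (250 nM) in the presence of 50 uM GDP is tracked fluorescently at 480/540 nm over 30 min. Signals are normalized to a 6.5 mM cAMP control.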
# EPAC1 antag – EPAC1 (human) antagonism; O95398; EPAC1 GEF assay, Rap1b-BODIPY-GDP exchange fluorescence; Potency, µM (top dose mostly 115 µM), inactives show at the top dose activity change, negative = inhibition, usual class: inhibitors; actives 0.14% (n = 360,000);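 note: potency is the fitted concentration of half-maximal effect; plate controls were vehicle for no effect and positive control for full effect; nearly all actives have a fitted effect of over 50% in size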
# HEK293 tox – cytotoxicity in counter-screen for GLP-1R inverse agonists | HEK293 cAMP-luciferase reporter cells, luminescence, 24 h | AID 624418 | actives 0.13% (n = 410,000) | Potency, µM (highest dose often 38.3 µM), for inactives: at the highest dose activity change, negative = inhibition, usual class: inhibitors;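 note: loss of luciferase light is scored as toxicity; potency is the fitted concentration of half-maximal effect; % is set by controls: 0 for no effect and ±100 for the full control effect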
#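 Here, cytotoxicity is scored as loss of luminescence. The MLSMR collection was tested on cells seeded in medium containing 10% Nu serum, with a 24 hr compound exposure preceded by 12 hours of culture.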
# PTHR1 agonist – agonists of human PTHR1 parathyroid hormone receptor; HEK293 GP2 PTHR1 cells, GloSensor cAMP luminescence, 1 h; Potency, µM (top dose mostly 115 µM), for inactives: at the highest dose activation, most hits filed as activators; actives 0.075% (n = 410,000); note: potency is the fitted concentration of half-maximal effect; nearly all actives have a fitted effect of over 55% in size; some results filed as inactive show a strong effect at the top dose; inactives centre near -15; many of its hits are not listed in these tables
# Target sequence (Q03431 whole entry, looked up): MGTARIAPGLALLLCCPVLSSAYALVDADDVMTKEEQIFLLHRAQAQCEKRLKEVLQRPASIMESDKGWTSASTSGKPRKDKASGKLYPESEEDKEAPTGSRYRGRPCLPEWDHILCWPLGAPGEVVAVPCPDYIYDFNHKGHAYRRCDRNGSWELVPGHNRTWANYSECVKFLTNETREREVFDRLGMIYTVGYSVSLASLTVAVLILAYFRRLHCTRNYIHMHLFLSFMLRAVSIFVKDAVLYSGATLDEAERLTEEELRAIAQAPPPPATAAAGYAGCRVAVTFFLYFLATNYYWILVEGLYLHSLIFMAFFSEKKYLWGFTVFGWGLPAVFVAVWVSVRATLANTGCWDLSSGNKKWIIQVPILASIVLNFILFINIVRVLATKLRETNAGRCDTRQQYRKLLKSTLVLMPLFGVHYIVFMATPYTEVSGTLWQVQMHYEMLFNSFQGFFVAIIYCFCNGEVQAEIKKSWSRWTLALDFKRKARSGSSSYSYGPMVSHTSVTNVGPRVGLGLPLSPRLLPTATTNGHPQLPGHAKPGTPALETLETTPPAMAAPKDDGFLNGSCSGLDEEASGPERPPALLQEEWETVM
#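 HEK-293-derived GP2 cells expressing PTHR1 and a GloSensor cAMP reporter, 3,000/well, plated overnight, given luciferin plus IBMX (each 0.5 mM as added) for 1 h at 37 °C, then compound for 1 h at 37 °C. Luminescence was read after 15 min at room temperature.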
# GLP1R ag – activates the human GLP-1 receptor. P43220. HEK293 GLP-1R CRE-luciferase, luminescence, 4-6 h; cells express a hypersensitive GLP-1R form. Potency, µM (top dose mostly 45.6 µM), inactives show at the top dose activation, usual class: activators. actives 0.007% (n = 380,000). AID 624172; note: potency is the fitted concentration of half-maximal effect; % of control where 0% means no effect
# IL2 activator – activates IL-2 in a cell-based reporter assay. activation, % (series mostly up to about 46 µM). actives 0.065% (n = 360,000). IL-2 activation reporter assay, cell-based qHTS; stimulated with anti-CD3/CD4/CD28 beads; in transgenic mouse T cells. AID 652025; in the data active = activation above about 50%; inconclusive = mostly about 30% to 49%; note: 0% is about no effect
#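 EGFP and DsRed fluorescence is measured by plate cytometry in unstimulated transgenic mouse T cells exposed to compound for 60 minutes, then stimulated 18 hours at 37 degrees C with anti-CD3/anti-CD4 beads plus anti-CD28.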
# An asterisk follows results filed as active; i = inactive; ? = inconclusive; nt = not tested or not shown; [ ] = another dose, or the depositor's remark. Unless noted, calls come from the whole dose curve; as a rule, active = well fitted curve in the direction sought with a large enough effect; inconclusive = small, poorly fitted or top-dose-only effect, or another doubt; inactive = no such curve, though single readings can be large; an effect the other way counts as inactive or inconclusive. Only part of the results is shown; count on the stated rates, not on these rows.
SMILES,GLP-1R inv ag,PI5P4K alpha inh,PLK1 PBD inh,EPAC1 ag,EPAC1 antag,HEK293 tox,PTHR1 agonist,GLP1R ag,IL2 activator
CC1=C(C(=O)OCC2CCCCC2)C(c2ccc(F)cc2)NC(=O)N1 (stereo not drawn),?,6.1,-7.0%,-1.6%,-14.6%,-1.6%,-10.4%,-0.6%,-0.5
CCOc1ccccc1N(CC(=O)NCC1CCCO1)C(=O)CCC(=O)Nc1nccs1 (stereo not drawn),15.4%,4.4,-1.1%,0.5%,8.0%,0.5%,i,-0.8%,0.6
O=C(CNC(=O)c1ccc(Br)o1)NNC(=O)c1ccc(Cl)cc1,-4.6%,-1.8,-6.7%,-10.3%,-11.8%,-19.0%,i,-1.5%,0.5
Cc1occc1-c1nnc(SCc2nc3ccccc3c(=O)n2CC#N)n1C,-0.3%,nt,-1.0%,14.8%,-12.8%,1.9%,-18.5%[57.5 µM],-2.5%,2.2
CC1=Nc2ccccc2N=C(NC(=O)c2ccccc2)C1c1ccc(Cl)cc1 (stereo not drawn),?,2.0,-7.6%,8.7%,-7.3%,-20.7%[7.66 µM],-22.4%,5.1%,-0.3
Cc1nc(N)nc2c1CCCC2,43.7%[activator],1.8,-13.7%,0.5%,-10.9%,20.7%,i,23.1%,-0.9
COc1ccc(-c2nnc(CSc3ncnc4sc5c(c34)CCC5)o2)cc1OC,14.0%,-24.1,-2.4%,-11.4%,8.2%,-0.7%,3.7%,-1.2%,-0.2
COc1ccc2c(c1)CC(N1CCN(C)CC1)c1cc(OC)ccc1S2 (stereo not drawn),2.51µM*,17.7,-4.1%,5.4%,-3.8%,?,i,8.9%,-0.7
CCN(C(=O)C=Cc1ccco1)c1ccccc1,-12.5%,-1.4,-24.0%,1.5%,?,-1.8%,-12.3%,16.5%,0.1
COC(=O)c1ccc(COc2ncnc3sccc23)cc1,13.8%,-7.7,2.4%,1.4%,9.0%,-14.0%,-47.6%[inhibitor],-5.6%,0.0
COCCOC(=O)c1cc(C(=O)c2cc(Cl)ccc2O)coc1=N,2.6%,-6.5,?,5.1%,5.6%,-2.0%,i,4.0%,2.5
COc1cccc(-c2nc(CCl)cs2)c1,0.5%,1.8,-15.2%,2.3%,-13.3%,11.2%,i,23.0%,2.0
Cc1oc(C(C)(C)C)c(CN2CCCC2)c1C(=O)O,7.7%,2.1,-5.3%,-9.2%,-1.8%,-14.1%,i,1.8%,-3.4
CN1CCN(c2cc(=O)n(Cc3ccc(F)cc3)c(=O)[nH]2)CC1,15.2%,8.6,-12.8%,-3.6%,-11.6%,-9.8%,-43.9%[inhibitor],-1.4%,-0.4
CC[n+]1ccc(C(=O)NCc2ccccc2)cc1,-2.1%,0.0,-0.7%,2.6%,1.5%,-0.2%,i,-1.1%,-0.6
COc1ccc(C2=Nn3c(nnc3-c3cccnc3)SC2)cc1OC,0.0%,nt,2.1%,-2.0%,15.9%,7.7%,-6.0%[57.5 µM],2µM*,-1.6
COc1ccc(C)cc1NC(=O)C1CCCN(S(=O)(=O)c2cccc3cccnc23)C1 (stereo not drawn),-13.2%,-5.6,7.4%,-1.6%,-5.9%,18.4%,-58.0%[inhibitor],-5.6%,-4.0
CC(C)CC1Nc2ncnc(N3CCN(c4ccccc4)CC3)c2N(Cc2ccc(Cl)cc2)C1=O (stereo not drawn),?,-2.6,-8.5%,-6.6%,-7.3%,-21.5%,-3.2%,0.3%,1.0
CCOCCn1c(CN(Cc2ccccc2)Cc2ccccc2)nc2c1c(=O)[nH]c(=O)n2C,?,nt,1.5%,5.5%,-13.4%,-15.8%,-65.2%[inhibitor],9.9%,2.5
CN(C(=O)COC(=O)CNC(=O)C12CC3CC(CC(C3)C1)C2)C1CCS(=O)(=O)C1 (stereo not drawn),0.8%,3.0,-10.9%,0.0%,-20.6%,7.9%,5.0%,0.5%,1.1
O=C(N/N=C/c1ccc(OC(=O)c2ccccc2)c([N+](=O)[O-])c1)c1ccc(O)cc1,-3.6%,-78.7*,?,1.4%,-5.6%,-2.3%,i,-18.0%,-2.4
COCCN(CC(=O)NCc1ccc(F)cc1)C(=O)CCC(=O)Nc1nccs1,-3.1%,2.4,-3.4%,1.4%,5.4%,-7.4%,i,-7.5%,2.1
O=C(CN1C(=O)NC2(CCCCCC2)C1=O)Nc1ccc(OC(F)(F)F)cc1,?,1.4,0.9%,-9.5%,-5.8%,0.4%,i,1.1%,-0.4
COc1ccc(-c2nnc(SCC(=O)NC3CCCC3)n2C)cc1,15.9%,-5.5,-4.1%,-1.3%,2.4%,-3.3%,-18.2%,1.6%,-0.6
CC(OC(=O)c1cc(S(=O)(=O)Nc2ccc(F)cc2)ccc1Cl)C(=O)Nc1ccc2c(c1)OCCO2 (stereo not drawn),?,1.4,-8.9%,4.8%,-8.0%,?,-21.1%,-4.7%,-3.3
COc1cc(Br)cc2cc(C(=O)N3CCN(C(=O)c4ccco4)CC3)c(=O)oc12,-4.0%,nt,-4.3%,-9.1%,3.5%,-1.0%,-5.3%[57.5 µM],-3.9%,-2.2
Cc1c(NS(=O)(=O)c2ccc3c(c2)n(C)c(=O)n3C)c(=O)n(-c2ccccc2)n1C,0.0%,-0.7,-1.5%,-3.1%,-7.7%,7.1%,i,8.4%,-0.5
CSc1ccc(CN2CCN(C(=O)CC(C)C)CC2)cc1,-8.5%,-0.6,-6.6%,0.0%,-11.7%,4.5%,-22.3%,-3.8%,-2.1
C=C(C)CN1CCN(c2ccc(N3C(=O)CCCC3=O)cc2[N+](=O)[O-])CC1,21.5%,3.1,3.4%,-10.1%,9.7%,-3.3%,-1.1%,0.3%,-0.4
COc1cc(/C=C/c2sc3ccccc3[n+]2CCCS(=O)(=O)[O-])ccc1O,31.4%,-26.1,36.5%[activator],-0.3%,?,10µM*,-7.0%,-2.5%,-5.2
COc1cccc(C(=O)NCC2CCN(c3ccc(S(=O)(=O)N4CCOCC4)cc3)CC2)c1,8.0%,0.0,-3.7%,3.2%,6.9%,-6.5%,-17.1%,-1.3%,-1.1
O=C(O)C1CCCN1c1ncnc2ccccc12 (stereo not drawn),1.1%,nt,-5.4%,0.9%,11.1%,-3.3%,i,0.4%,-1.9
CC(=O)c1cccc(-c2ccnc3c2CC(C(=O)Nc2cccc(N(C)C)c2)O3)c1 (stereo not drawn),-23.8%,0.9,1.3%,1.6%,-9.7%,-11.8%,-46.8%[inhibitor],10.6%,-0.6
CCOC(=O)c1cccc2c1-c1ccccc1/C2=N/O,-0.5%,nt,1.4%,25.3%,-7.5%,-7.5%,-3.0%,-0.1%,0.2
O=C(COc1ncnc2ccc(Br)cc12)N1CCOCC1,1.1%,6.1,0.7%,-5.8%,2.0%,0.8%,i,-7.4%,-1.5
Clc1ccc(C2Nc3cccc4cccc(c34)N2)cc1Cl,6.7%,-12.5,?,-6.4%,-6.0%,-4.9%,i,-3.8%,-0.8
Cc1ccccc1Nc1nc(N)nc(CSc2nnc3ccccn23)n1,11.5%,3.9,0.0%,10.0%,2.5%,6.6%,i,0.0%,3.1
Cc1cccc(C)c1NC(=O)CN1CCc2ccccc2C1,-25.6%,3.0,-3.2%,-5.7%,-21.8%,-12.3%,-15.8%,3.0%,-1.6
COc1ccc(C)cc1S(=O)(=O)Nc1cccnc1,-0.9%,nt,-2.4%,2.8%,6.5%,?,-23.8%[57.5 µM],-2.0%,1.6
Cc1cccc(NC(=O)c2nc[nH]c2C(=O)N2CCc3ccccc3C2)c1,10.6%,15.5,-2.1%,-2.1%,1.5%,0.0%,i,7.2%,-0.5
CC(OC(=O)CNS(=O)(=O)c1ccc2ccccc2c1)C(=O)N(C)c1ccccc1 (stereo not drawn),-17.9%,3.2,-8.7%,1.7%,0.0%,-9.8%,i,3.7%,-3.1
CC(/C=C/c1ccccc1)=N\Nc1ccccc1[N+](=O)[O-],1.7%,8.0,-4.1%,-0.8%,-0.5%,-9.5%,-7.9%,13.0%,2.8
CCCn1c(N)c(N(CCOC)C(=O)c2ccc(-c3ccc(Cl)cc3)o2)c(=O)[nH]c1=O,-14.7%,2.3,-8.6%,0.4%,5.0%,6.4%,i,-7.7%,1.3
COc1cc(C(=O)OCC(=O)N(C)C)cc(NC(=O)c2ccco2)c1OC,22.6%,0.0,2.4%,0.3%,10.2%,-25.2%,i,0.1%,0.2

# Part of the list above, bar-delimited:
smiles | GLP-1R inv ag | PI5P4K alpha inh | PLK1 PBD inh | EPAC1 ag | EPAC1 antag | HEK293 tox | PTHR1 agonist | GLP1R ag | IL2 activator
Cc1cccc(C)c1NC(=O)CN1CCc2ccccc2C1 | -25.6% | 3.0 | -3.2% | -5.7% | -21.8% | -12.3% | -15.8% | 3.0% | -1.6
COc1ccc(C)cc1S(=O)(=O)Nc1cccnc1 | -0.9% | nt | -2.4% | 2.8% | 6.5% | ? | -23.8%[57.5 µM] | -2.0% | 1.6
Cc1cccc(NC(=O)c2nc[nH]c2C(=O)N2CCc3ccccc3C2)c1 | 10.6% | 15.5 | -2.1% | -2.1% | 1.5% | 0.0% | i | 7.2% | -0.5
CC(OC(=O)CNS(=O)(=O)c1ccc2ccccc2c1)C(=O)N(C)c1ccccc1 (stereo not drawn) | -17.9% | 3.2 | -8.7% | 1.7% | 0.0% | -9.8% | i | 3.7% | -3.1
CC(/C=C/c1ccccc1)=N\Nc1ccccc1[N+](=O)[O-] | 1.7% | 8.0 | -4.1% | -0.8% | -0.5% | -9.5% | -7.9% | 13.0% | 2.8
